D2 agonist = HTS Assay for Allosteric Agonists of the Human D2 Dopamine Receptor: Primary Screen for Agonists | HEK293 T-REx D2 cells, calcium flux agonist mode | D(2) dopamine receptor (Homo sapiens), P14416 | activation, % at 2 µM | hit rate 0.53% among 340,000;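 active = activation over 3 SD above normal in the single-dose calcium agonist read, cut at about 30% in these data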; also: 0% is about no effect
Target sequence (P14416 whole entry, looked up): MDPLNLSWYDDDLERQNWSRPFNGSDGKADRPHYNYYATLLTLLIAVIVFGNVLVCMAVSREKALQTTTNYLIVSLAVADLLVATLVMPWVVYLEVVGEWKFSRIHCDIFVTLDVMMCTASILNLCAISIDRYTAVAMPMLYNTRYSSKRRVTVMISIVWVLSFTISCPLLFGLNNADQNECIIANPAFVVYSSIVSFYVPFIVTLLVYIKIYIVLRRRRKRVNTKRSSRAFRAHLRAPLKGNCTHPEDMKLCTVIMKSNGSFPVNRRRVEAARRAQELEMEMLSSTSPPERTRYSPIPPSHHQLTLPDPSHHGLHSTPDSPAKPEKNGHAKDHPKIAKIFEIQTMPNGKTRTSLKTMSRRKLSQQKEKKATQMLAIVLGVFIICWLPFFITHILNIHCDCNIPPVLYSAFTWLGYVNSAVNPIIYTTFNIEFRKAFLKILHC
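Agonism is scored from calcium flux in a force-coupled, inducible HEK293 cell line expressing D2, read kinetically for 180 s after compound addition against dopamine controls.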
RXFP1 antag = qHTS Assay for Antagonists of the Relaxin Receptor RXFP1; HEK293-RXFP1, relaxin-stimulated cAMP HTRF, 30 min; active compounds read low; activity change, negative = inhibition, % at 57.5 µM; hit rate 0.59% among 350,000;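 active = activity change of -60% or lower, but not beyond a set lower limit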; also: % is scaled to controls: 0 for no effect and ±100 for the full control effect
TRHR enhancer = qHTS for Small Molecule Agonists and Allosteric Enhancers of Human TRH Receptor: Primary Screen for Enhancers. Thyrotropin-releasing hormone receptor (Homo sapiens), P34981. TRHR cells, fluo-8 calcium fluorescence, EC20 TRH enhancement. enhancement, % at 2 µM. hit rate 0.66% among 360,000; in the data active = enhancement above about 30%; also: 0% is about no effect
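TRHR-expressing cells loaded with fluo-8 calcium dye were read kinetically (ex 480/em 530) during compound addition, then stimulated with an EC20 of TRH (10 nM final). Enhancement of the Gq-mediated intracellular calcium response was scored.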
D2 antagonist = HTS Assay for Allosteric Antagonists of the Human D2 Dopamine Receptor: Primary Screen for Antagonists; D(2) dopamine receptor (Homo sapiens), P14416; HEK293 TREx D2 cells, calcium flux, dopamine EC80; inhibition, % at 10 µM; hit rate 2% among 340,000; in the data active = inhibition above about 30%; also: 0% is about no effect
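Read-out: kinetic calcium fluorescence (1 cycle/s) in inducible HEK293 T-REx D2 cells after an EC80 dopamine addition that followed 180 s compound preincubation. Loss of the dopamine response indicates antagonism.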
D1 antag = Antagonist of Human D 1 Dopamine Receptor: qHTS; hit rate 3.2% among 360,000; HEK293 TREx D1 cells, calcium flux, dopamine EC80; active compounds read low; AID 504652, 2011; activity change, negative = inhibition, % at 10 µM; in the data active = activity change below about -30%; also: % is scaled to controls: 0 for no effect and ±100 for the full control effect
Target sequence (P21728 whole entry, looked up): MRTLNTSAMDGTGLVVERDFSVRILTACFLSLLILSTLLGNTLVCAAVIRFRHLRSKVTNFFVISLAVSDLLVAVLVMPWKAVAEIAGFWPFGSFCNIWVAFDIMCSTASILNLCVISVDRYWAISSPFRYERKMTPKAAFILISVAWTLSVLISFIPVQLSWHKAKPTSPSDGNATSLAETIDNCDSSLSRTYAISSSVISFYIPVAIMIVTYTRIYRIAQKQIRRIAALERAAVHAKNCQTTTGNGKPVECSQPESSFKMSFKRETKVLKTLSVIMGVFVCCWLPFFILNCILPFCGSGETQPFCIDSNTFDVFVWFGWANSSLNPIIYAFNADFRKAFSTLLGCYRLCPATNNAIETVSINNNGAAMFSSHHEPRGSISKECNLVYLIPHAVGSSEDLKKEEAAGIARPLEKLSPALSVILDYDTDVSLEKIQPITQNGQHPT
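After overnight tetracycline induction at 30 C, force-coupled D1 HEK293 cells took up a no-wash calcium dye at room temperature. Compounds were added and monitored 180 s, and the response to EC80 dopamine was then recorded.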
D2 potentiator = HTS Assay for Positive Allosteric Modulators of the Human D2 Dopamine Receptor: Primary Screen for Potentiators; AID 485347, 2010; D(2) dopamine receptor (Homo sapiens), P14416; hit rate 0.34% among 340,000; HEK293 T-REx D2, calcium flux, EC20 dopamine potentiation; potentiation, % at 10 µM;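 active = potentiation over 3 SD above the plate norm, cut at about 30% in these data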; also: 0% is about no effect
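Calcium flux readout, no-wash dye, 1 read/s. Inducible HEK293 Trex D2 line, overnight 30 C. Compound alone 180 s (agonist flags), then EC20 dopamine, another 180 s to score potentiation.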
D1 potentiator = Potentiators of Human D1 Dopamine Receptor: qHTS; D(1A) dopamine receptor (Homo sapiens), P21728; HEK293 TREx D1 cells, calcium flux, dopamine EC20 potentiation; potentiation, % at 10 µM; hit rate 0.036% among 360,000; AID 504651, 2011; in the data active = potentiation above about 30%; also: 0% is about no effect
D1 ag = Allosteric Agonists of the Human D1 Dopamine Receptor: qHTS | D(1A) dopamine receptor (Homo sapiens), P21728 | HEK293 T-REx D1 cells, calcium flux, agonist mode | activation, % at 2 µM | hit rate 1% among 360,000 | AID 504660, 2011; also: 0% is about no effect
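Tetracycline-induced HEK293 TREx D1 cells, force-coupled to calcium signalling, were dye-loaded with a no-wash calcium kit. Compound was pin-added after a 10 s baseline. Fluorescence was read kinetically at 1 cycle/s for 180 s, with calcium rises flagged as agonism.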
TRHR ag = qHTS for Small Molecule Agonists and Allosteric Enhancers of Human TRH Receptor: Primary Screen for Agonists; hit rate 0.18% among 360,000; Thyrotropin-releasing hormone receptor (Homo sapiens), P34981; TRHR cells, calcium flux fluo-8, FDSS agonist mode; activation, % at 2 µM; AID 493084, 2011; also: 0% is about no effect
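Agonist-mode FDSS calcium read (Ex 480/Em 530, 1 s cycles) in 1536-well TRHR cells with fluo-8 dye, after 10-cycle baseline and 23 nL compound addition; TRH at EC20 (10 nM final) added afterwards for the enhancer phase.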
* marks the source's active call; other numbers are inactive results; x = no result given. Rule as the data show it, unless noted: active = activation above about 30%; inactive = the rest. Hits appear at their usual frequency; about 7.3% have a hit in one of these screens.

SMILES	D2 agonist	RXFP1 antag	TRHR enhancer	D2 antagonist	D1 antag	D2 potentiator	D1 potentiator	D1 ag	TRHR ag
COc1ccccc1OCC(=O)NCCS(=O)(=O)N1CCN(c2ccccc2)CC1	44*	-16	-9	62*	-12	-14	-3	0	-0.7
Cc1ccc(OCC(=O)OCC(=O)NC2CC2)cc1C	0.1	-12	-10	21	-11	-5	-9	4	-0.7
C=CCc1ccc(OCCOCCNCCOC)c(OC)c1	-0.9	-13	5	5	8	-13	-3	2	0.3
Cc1cccc2cc(CN(Cc3cccs3)C(c3nnnn3C3CCCC3)C(C)C)c(=O)[nH]c12 (stereo not drawn)	-0.2	3	-6	10	21	12	2	6	1.8
OCCCN1c2ccccc2Nc2nnc(-c3ccccc3)cc21	0.0	4	1	-3	-24	-2	-11	1	0.0
CCOC(=O)c1cc(-c2ccccc2)sc1NC(=O)CSc1nncs1	0.9	5	-3	4	1	10	-1	1	-0.7
CCc1c(C)nc2cc(-c3cccc(Br)c3)[nH]n2c1=O	1.5	-2	-3	-8	8	0	-3	1	0.5
CCOC(=O)c1sc(NC(=O)CSc2n[nH]c(CC(C)C)n2)nc1C	-0.6	-5	-1	-1	-6	12	0	1	-0.3
COC(=O)c1ccc(C(=O)N2CCCC(Nc3ccc(F)c(F)c3)C2)cc1 (stereo not drawn)	x	0	6	x	2	-5	-3	7	0.3
Cc1ccc(-c2noc(CN3CCCCC3)n2)cc1	0.1	-3	-1	-11	4	1	1	0	0.1
Cc1sc(NC(=O)CN(Cc2ccccc2)C(=O)C(C)C)c(C(N)=O)c1C	0.4	-4	7	9	22	2	-5	5	-0.4
Nn1c(-c2ccco2)n[nH]c1=S	-1.1	-30	-4	-6	12	-5	1	3	-0.2
O=C(O)Cc1sc(NCCc2ccccc2)nc1-c1ccc(F)cc1	-0.2	-3	-8	9	-6	-7	0	2	1.1
O=C(NC(=S)N1CCOCC1)c1ccc(F)cc1	-0.7	-3	-1	-11	3	1	1	2	-1.6
CC(C)(C)C(=O)Nc1cc(C(F)(F)F)ccc1N1CCOCC1	0.3	14	11	-2	-12	15	-6	6	0.2
NC(=O)NC(CC(=O)NNC(=O)c1ccccn1)c1ccc(Cl)cc1 (stereo not drawn)	0.0	-13	-5	35*	-2	13	-2	2	0.8
BrC(/C=N/N1CCN(Cc2ccccc2)CC1)=C/c1ccccc1	-0.1	-9	1	-5	-21	0	-4	3	-0.3
Cc1ccc(-c2nc(COC(=O)c3c(C)noc3C)cs2)cc1	0.8	-7	5	-12	-5	10	5	8	0.3
O=C(c1cccc(-n2cccc2)c1)N1CCN(S(=O)(=O)c2ccc(F)cc2)CC1	1.0	-11	0	-13	0	16	-2	7	-0.5
Cc1nc(NC(=O)C2CCCC2)sc1Cc1ccc2c(c1)OCO2	0.8	-34	-7	4	-15	16	-7	6	0.2
O=C1CC(Nc2ccccc2)C(=O)N1CCc1ccccc1 (stereo not drawn)	0.0	-9	4	-1	-19	3	-4	3	-0.5
O=C(NC(=S)Nc1cc(C(F)(F)F)ccc1N1CCOCC1)c1ccco1	-0.4	-15	-4	9	5	11	-2	2	1.1
CSCC[C@H](NC(=O)OC(C)(C)C)C(=O)N1CCC(C(=O)N[C@@H](C)C(=O)NC(C)c2ccccc2)CC1 (stereo partly drawn)	0.0	x	4	3	16	22	-2	3	-0.3
Cc1cccc(N2CCN(Cc3ccoc3)CC2)c1C	0.4	1	0	67*	3	-26	-9	1	0.2
Cc1cccc(C)c1NC(=O)CCCSc1nc2ccccc2s1	-0.6	-19	0	-4	-7	8	0	4	-0.7
CC(C(=O)OCC(=O)c1ccc(F)cc1)N1C(=O)C2C3C=CC(C3)C2C1=O (stereo not drawn)	-0.1	6	-9	1	-7	0	-6	0	0.5
COc1ccc(OC)c(C2C3=C(N=C4SCC(=O)N42)c2ccccc2CC3)c1 (stereo not drawn)	-0.2	4	5	-9	-17	16	4	3	-1.1
C=CCn1c(=O)c2ccccc2n2c(SCC(=O)NCC)nnc12	0.8	6	-5	8	-1	-6	2	2	-0.1
COc1cccc(C(=O)Nc2cc(C(=O)NCCc3ccccc3)ccc2Cl)c1	0.1	15	3	-19	-12	4	9	-3	-0.3
Cc1cc(C)cc(-n2c(C)cc(/C=N/NC(=O)CSc3ncccn3)c2C)c1	-0.1	6	-1	-26	14	-4	7	44*	0.1
Cc1ccc(S(=O)(=O)c2ccc(NC(=O)c3c(F)cccc3F)cc2)cc1	1.1	1	-8	0	4	4	-5	5	1.6
COC(C[C@H]1O[C@H]1C(=O)COCc1ccccc1)OC	x	x	-3	x	5	x	1	4	1.4
CN(Cc1c(F)cccc1Cl)C(=O)c1ccc(NS(=O)(=O)c2ccc3[nH]c(=O)[nH]c3c2)cc1	-1.0	4	-10	9	9	3	7	3	0.7
Cc1ccc2cc(CN(Cc3ccc4c(c3)OCO4)Cc3nnnn3Cc3ccco3)c(=O)[nH]c2c1	0.0	-3	3	21	6	-11	-5	2	-0.1
Cc1c(NC(=O)C(=O)/C=C(\O)c2ccc(Br)cc2)c(=O)n(-c2ccccc2)n1C	0.4	13	-4	-15	24	5	0	0	0.4
CC(=O)N1c2ccc(S(=O)(=O)N3CCCCCC3)cc2CC1C(=O)NCc1ccccc1F (stereo not drawn)	-0.3	x	5	x	10	6	1	0	-1.8
NC(=O)c1c(NC(=O)c2cc(-c3ccc(F)cc3)on2)sc2c1CCCC2	0.2	-10	19	x	-2	2	2	-2	0.8
O=C(CC(c1ccccc1)c1ccccc1)N1CCN(c2ccccn2)CC1	-0.2	-22	6	1	4	7	1	1	0.1
CCc1nccn1S(=O)(=O)c1cc(Br)ccc1OC	0.5	4	-8	4	10	0	-2	1	0.0
COc1ccc(CSC2=NCCN2)cc1Cl	1.1	9	-2	-6	-1	-5	-5	3	0.2
CN(C)c1ccc(NC(=O)c2cccc([N+](=O)[O-])c2)c2ccccc12	0.5	-20	2	-7	-5	9	-8	-1	0.2
COc1ccccc1N1CCN(C(=O)CSc2ccccc2)CC1	0.4	-2	18	-11	1	-10	5	3	0.2
O=C(/C=C/c1ccc(F)cc1)NCCc1ccc2c(c1)OCCO2	-0.7	-13	5	5	0	-7	-6	4	-0.9
c1ccc2c(c1)[nH]c1c3ccccc3sc21	1.5	-1	14	-24	5	6	7	1	2.5
CNC(=O)NC(=O)Cn1nc2n(c1=O)-c1ccccc1SC2	0.8	6	1	-7	-12	14	-5	0	0.0
CCOc1ccccc1NC(=O)COc1cccc(-n2cnnn2)c1	-0.4	21	-7	-2	-12	3	-3	1	0.0
COc1cccc(NC(=O)C2C3C=CC(O3)C2C(=O)O)c1 (stereo not drawn)	0.6	4	-3	5	1	3	-1	3	0.2
CCC1=NN2C(=N)/C(=C\c3cccn3-c3ccc(Cl)cc3)C(=O)N=C2S1	0.0	-31	1	3	-1	x	-5	1	-0.3
COc1ccccc1-c1nc(C#N)c(N2CCN(C(=O)c3ccco3)CC2)o1	-0.4	5	-8	1	-4	6	0	0	-0.6
CCC(=O)c1ccc(OCC(=O)OCC(=O)NC2CCCCCC2)cc1	0.2	-3	0	2	13	1	5	3	-0.4
S=C(NCc1ccccc1)NNc1nc2ccccc2[nH]1	0.4	-16	4	0	-15	-7	3	1	0.3
O=C(NCC1CCCN(C(=O)c2cccnc2)C1)c1ccc(-c2ccccc2)cc1 (stereo not drawn)	-2.8	-3	-1	13	12	3	-1	0	-2.1
Nc1nc(N)nc(-c2ccccc2-c2nc(N)nc(N)n2)n1	x	9	-1	x	-3	x	-3	8	0.6
O=C1N=c2ccccc2=C1c1sc(=O)[nH]c1O	0.8	8	9	0	-5	1	1	0	0.4
CCCn1cc(S(=O)(=O)c2ccc(F)cc2)c(=O)c2cc(OCC)ccc21	x	-19	-2	x	-2	-9	-2	1	0.0
Cc1c(CNCCc2ccccc2)c(C(=O)O)c(C)n1-c1ccccc1	4.8	0	-10	-11	2	3	-6	0	-0.2
COc1ccccc1N(CC(=O)NCc1ccc(F)cc1)C(=O)CCC(=O)Nc1nccs1	-3.1	1	2	2	-11	x	-9	3	-1.0
CCn1c(=O)cc(OCC(=O)NCCCN2CC(C)CC(C)C2)c2ccccc21 (stereo not drawn)	-0.4	8	2	58*	-27	-18	-4	0	0.1
Cc1ccccc1CSCC(=O)Nc1c(C)n(C)n(-c2ccccc2)c1=O	-0.3	-5	12	-9	5	5	5	-1	-0.6
CCC1=Nc2cc(C(=O)NCC3CCCO3)ccc2Sc2ccc(Cl)cc21 (stereo not drawn)	0.6	-9	-4	2	-11	-1	-7	2	-0.3
Cc1sc2c(c1C)C(=O)/C(=C\Nc1ccncc1)S(=O)(=O)N2C	0.3	-6	1	7	0	0	5	2	-0.6

9 entries from above, ordered by formula weight, ascending:
SMILES	D2 agonist	RXFP1 antag	TRHR enhancer	D2 antagonist	D1 antag	D2 potentiator	D1 potentiator	D1 ag	TRHR ag
Nc1nc(N)nc(-c2ccccc2-c2nc(N)nc(N)n2)n1	x	9	-1	x	-3	x	-3	8	0.6
S=C(NCc1ccccc1)NNc1nc2ccccc2[nH]1	0.4	-16	4	0	-15	-7	3	1	0.3
Cc1sc2c(c1C)C(=O)/C(=C\Nc1ccncc1)S(=O)(=O)N2C	0.3	-6	1	7	0	0	5	2	-0.6
CCC(=O)c1ccc(OCC(=O)OCC(=O)NC2CCCCCC2)cc1	0.2	-3	0	2	13	1	5	3	-0.4
COc1ccccc1-c1nc(C#N)c(N2CCN(C(=O)c3ccco3)CC2)o1	-0.4	5	-8	1	-4	6	0	0	-0.6
O=C(NCC1CCCN(C(=O)c2cccnc2)C1)c1ccc(-c2ccccc2)cc1 (stereo not drawn)	-2.8	-3	-1	13	12	3	-1	0	-2.1
CCn1c(=O)cc(OCC(=O)NCCCN2CC(C)CC(C)C2)c2ccccc21 (stereo not drawn)	-0.4	8	2	58*	-27	-18	-4	0	0.1
CCC1=Nc2cc(C(=O)NCC3CCCO3)ccc2Sc2ccc(Cl)cc21 (stereo not drawn)	0.6	-9	-4	2	-11	-1	-7	2	-0.3
COc1ccccc1N(CC(=O)NCc1ccc(F)cc1)C(=O)CCC(=O)Nc1nccs1	-3.1	1	2	2	-11	x	-9	3	-1.0

From PubChem
